# Peg3 prom inh: Peg3 promoter activity inhibition; HeLa PEG-Prom luciferase reporter, luminescence, overnight; inhibition, % at 20 µM; 360,000 tested, 1.7% active; AID 588405;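 active = inhibition of at least 50% at 20 µM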
# HIF-2a block: HIF-2a inhibition | 786-0 RCC cells HIF-2a reporter, luciferase luminescence, overnight | inhibition, % at 18.8 µM | 360,000 tested, 0.72% active;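 active = inhibition of the luminescence signal of 40% or more relative to plate controls, in a single-dose primary screen at 18.75 µM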
# PDI turbidity: PDI (human) enzyme inhibition; P07237; PDI insulin aggregation turbidity, A650, 90 min; inhibition, % at 10 µM; 350,000 tested, 0.052% active; AID 588391;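 active = mean inhibition across replicates of 30% or more, whatever share of single replicates reach that level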;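 note: absorbance from insulin aggregation driven by PDI reduction with DTT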
# NR2E3 ag-1: NR2E3 (human) agonism. inhibition of corepressor binding, % at 4.78 µM. Q9Y5X4. AID 2300. GST-NR2E3/biotin-RetCOR TR-FRET, 1536-well. 320,000 tested, 0.12% active;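 active = percent inhibition above the cutoff of mean plus 3 SD of all tested compounds, set per screening campaign, cut at about 20% in these data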;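 note: 0% = DMSO wells and 100% = biotin wells as full block of FRET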
# Target sequence (Q9Y5X4 whole entry, looked up): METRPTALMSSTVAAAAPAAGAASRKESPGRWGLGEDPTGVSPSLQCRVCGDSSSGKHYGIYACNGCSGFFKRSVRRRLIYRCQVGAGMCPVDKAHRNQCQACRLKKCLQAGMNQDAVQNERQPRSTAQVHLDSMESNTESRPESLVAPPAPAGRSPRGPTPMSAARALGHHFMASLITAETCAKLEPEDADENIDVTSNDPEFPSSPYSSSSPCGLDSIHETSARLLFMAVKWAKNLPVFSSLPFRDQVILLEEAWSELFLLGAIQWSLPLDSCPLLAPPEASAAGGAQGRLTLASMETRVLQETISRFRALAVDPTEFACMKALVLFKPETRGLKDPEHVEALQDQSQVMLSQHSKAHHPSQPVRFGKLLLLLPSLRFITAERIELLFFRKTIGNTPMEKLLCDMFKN
#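 System: GST-tagged NR2E3 plus biotinylated RetCOR corepressor; Buffer or medium: pH 7.5 Tris-based buffer; Probe or stimulus: RetCOR corepressor, biotinylated, 7 nM; Doses: compound at 4.8 µM, single dose; Schedule: 5 h incubation at 4 °C; Technique: time-resolved FRET; Evaluation: percent inhibition of TR-FRET ratio; Replication: one well per compound, singlicate testing.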
# Shn3 3UTR inh: reduces Shn3 3'UTR luciferase signal in osteoblasts; AID 588674; Clone20 osteoblast Shn3 3'UTR firefly luciferase, 24 h; inhibition, % at 12.5 µM; 360,000 tested, 0.52% active;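 active = mean inhibition of at least 75% with every replicate also reaching 75%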;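 note: 0% = median of neutral control wells and 100% = pilot-screen positive control compound; some compounds past the cut are filed as inactive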
# hiPSC survival: increases survival of single human iPS cells | survival enhancement, % at 20 µM | 360,000 tested, 0.044% active | hiPSC single-cell survival, ATPlite luminescence; 100% = ROCK inhibitor wells, 0% = DMSO | AID 602274; in the data active = survival enhancement above about 18%;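 note: cells exposed to compounds for 16 hours before the ATP read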
# H9c2 protect: modulators protecting cardiomyocytes from myocardial damage. H9c2 cardiomyocytes, H2O2 injury protection, ATPLite, 2 h. protection from H2O2 cell death, % at 20 µM. 360,000 tested, 0.63% active;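 active = compounds giving at least 50% protection of heart cells from peroxide-induced death in the single-dose screen, raw or plate-pattern-corrected value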;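 note: 0% = DMSO wells with peroxide and 100% = DMSO wells without peroxide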
# NR2E3 ag-2: activates human NR2E3 receptor | inhibition of corepressor binding, % at 3.98 µM | AID 602229 | Q9Y5X4 | CHO-S Gal4-NCOR/VP16-NR2E3 two-hybrid, luciferase | 360,000 tested, 0.35% active;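 active = inhibition above the mean of all tested compounds plus 3 SD, cut at about 70% in these data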;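 note: 0% = DMSO with NR2E3 transfected cells and 100% = cells lacking NR2E3 construct; higher means lower luciferase signal from less NR2E3 corepressor binding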
# CaV13 ICDI inh: Disruptors of the CACNA1D IQ motif to Ca2+-dependent inactivation inhibitor domain association, primary screening, Förster resonance energy transfer in intact living …; HEK cells, CFP/YFP FRET ICDI-IQ, plate reader, 10 min; percent FRET-ratio fall versus neutral wells; 340,000 tested, 0.098% active; inhibition, % at 12.3 µM;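 active = mean replicate inhibition of at least 30% and at least 1% of replicates passing that level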;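 note: 0% = median of the neutral control wells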
# m5-HT2A agonist: agonists of mouse serotonin 5-HT2A receptor (HTR2A). P35363. CHO-K1 mHTR2A beta-arrestin complementation, luminescence; percent of 30 µM serotonin response. activation, % at 7.6 µM. 360,000 tested, 0.66% active. AID 624169;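 active = activation above a run cutoff, the mean activation of all tested compounds plus 3 SD, cut at about 14% in these data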;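 note: 0% = plate median of compound wells and 100% = 30 µM serotonin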
# Target sequence (P35363 whole entry, looked up): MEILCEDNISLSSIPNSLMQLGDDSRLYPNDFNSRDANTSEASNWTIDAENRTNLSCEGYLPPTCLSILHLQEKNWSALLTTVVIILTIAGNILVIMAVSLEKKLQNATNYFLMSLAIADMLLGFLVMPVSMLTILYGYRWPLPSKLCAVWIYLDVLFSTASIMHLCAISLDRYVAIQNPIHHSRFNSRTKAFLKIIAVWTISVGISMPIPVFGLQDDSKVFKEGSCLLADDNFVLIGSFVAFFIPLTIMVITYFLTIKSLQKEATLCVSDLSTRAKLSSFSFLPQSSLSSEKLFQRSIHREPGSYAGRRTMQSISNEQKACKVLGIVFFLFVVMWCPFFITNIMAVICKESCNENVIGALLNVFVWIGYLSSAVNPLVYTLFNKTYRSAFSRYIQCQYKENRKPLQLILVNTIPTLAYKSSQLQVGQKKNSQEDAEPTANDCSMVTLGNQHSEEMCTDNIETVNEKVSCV
# MITF TRPM1 inh: inhibitors of MITF-driven TRPM1 promoter in melanoma cells; SK-MEL-5 TRPM1 promoter luciferase, 24 h; inhibition, % at 12.5 µM; 330,000 tested, 0.83% active;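 active = mean inhibition across replicates of 60% or more, whatever share of single replicates reaches that level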; note: values of inactives mirror those of a sister screen read the other way
# Starred values were filed as active, the others as inactive; · = no result given. No enrichment for hits. About 3.9% of those tested had a hit in this group.
structure	m5-HT2A agonist	H9c2 protect	hiPSC survival	HIF-2a block	PDI turbidity	Shn3 3UTR inh	NR2E3 ag-2	NR2E3 ag-1	MITF TRPM1 inh	Peg3 prom inh	CaV13 ICDI inh
Cc1ccc(S(=O)(=O)Nc2c(O)c3ccccc3oc2=O)cc1C	-3	7	0.3	8	-4	7	-50	0	-1	21	-2
CCc1c(O)nc(SCC(=O)Nc2nc3ccccc3s2)n(C2CCCCC2)c1=O	4	-3	-0.6	-12	5	26	30	5	-10	-5	-5
COc1ccc(NC(=O)COC(=O)c2ccccc2SCC(=O)N2CCCC2)cc1	4	-1	-0.3	-83	-3	-12	-25	-2	-24	-65	-7
Cc1csc(NC(=O)CCCC(=O)O)c1-c1nc2ccccc2s1	3	5	-0.6	-20	9	-32	-24	3	-14	-6	-4
Cc1ccc(S(=O)(=O)Nc2ccccc2C(=O)N2CCCCCC2)cc1	-2	6	-0.6	3	2	3	-5	·	0	15	-5
Cc1cccc(OCc2nnc(SCC(=O)N3CCCC3)o2)c1	-3	1	-0.1	-11	7	10	-1	0	2	6	-2
COc1ccccc1NS(=O)(=O)c1cccc(C(=O)NCC(c2ccco2)N2CCCC2)c1 (stereo unspecified)	-3	8	-0.5	1	-28	21	-17	5	-11	-1	-6
O=C(NCc1nnc2c(C(F)(F)F)cc(Cl)cn12)c1ccco1	7	1	0.4	3	-9	-21	-3	-1	6	6	-3
Cc1ccc(NC(=O)CC2SC(=Nc3ccc(O)cc3)NC2=O)cc1 (stereo unspecified)	1	1	-1.6	14	12	2	-21	-1	-2	-4	-6
CCN(CC)CCNS(=O)(=O)c1ccc(C(=O)NN)cc1	-2	2	-0.7	13	-1	-14	-17	4	9	0	-6
COc1cc(C(=O)NC2CCN(Cc3ccccc3)CC2)cc(Cl)c1OC(C)C	-10	0	-0.5	18	-9	35	-13	-1	9	34	-19
CCN1CCc2c(OCC(=O)Nc3ccccc3)cccc2C1=O	10	4	-0.3	19	5	9	-30	-1	9	19	·

# Structural class: the entries above containing an aryl methoxy group.
structure	m5-HT2A agonist	H9c2 protect	hiPSC survival	HIF-2a block	PDI turbidity	Shn3 3UTR inh	NR2E3 ag-2	NR2E3 ag-1	MITF TRPM1 inh	Peg3 prom inh	CaV13 ICDI inh
COc1ccc(NC(=O)COC(=O)c2ccccc2SCC(=O)N2CCCC2)cc1	4	-1	-0.3	-83	-3	-12	-25	-2	-24	-65	-7
COc1ccccc1NS(=O)(=O)c1cccc(C(=O)NCC(c2ccco2)N2CCCC2)c1 (stereo unspecified)	-3	8	-0.5	1	-28	21	-17	5	-11	-1	-6
COc1cc(C(=O)NC2CCN(Cc3ccccc3)CC2)cc(Cl)c1OC(C)C	-10	0	-0.5	18	-9	35	-13	-1	9	34	-19

# Quoted from the listing.
# NR2E3 ag-2, CCc1c(O)nc(SCC(=O)Nc2nc3ccccc3s2)n(C2CCCCC2)c1=O = 30
# H9c2 protect, Cc1ccc(NC(=O)CC2SC(=Nc3ccc(O)cc3)NC2=O)cc1 (stereo unspecified) = 1
# NR2E3 ag-2, CCN(CC)CCNS(=O)(=O)c1ccc(C(=O)NN)cc1 = -17
# m5-HT2A agonist, Cc1cccc(OCc2nnc(SCC(=O)N3CCCC3)o2)c1 = -3
# HIF-2a block, O=C(NCc1nnc2c(C(F)(F)F)cc(Cl)cn12)c1ccco1 = 3
# Peg3 prom inh, Cc1ccc(S(=O)(=O)Nc2ccccc2C(=O)N2CCCCCC2)cc1 = 15
# Peg3 prom inh, Cc1ccc(S(=O)(=O)Nc2c(O)c3ccccc3oc2=O)cc1C = 21

# Arranged by value in NR2E3 ag-2 (rising): three of the compounds above.
SMILES,NR2E3 ag-2
CCN(CC)CCNS(=O)(=O)c1ccc(C(=O)NN)cc1,-17
O=C(NCc1nnc2c(C(F)(F)F)cc(Cl)cn12)c1ccco1,-3
Cc1cccc(OCc2nnc(SCC(=O)N3CCCC3)o2)c1,-1

# The results go on.
structure	m5-HT2A agonist	H9c2 protect	hiPSC survival	HIF-2a block	PDI turbidity	Shn3 3UTR inh	NR2E3 ag-2	NR2E3 ag-1	MITF TRPM1 inh	Peg3 prom inh	CaV13 ICDI inh
CCN(C(=O)CCc1nc(-c2ccccc2F)no1)c1cc(OC)ccc1OC	-7	0	-2.2	13	5	19	-12	·	1	28	·
Cn1cc(/C=C2\SC(=O)NC2=S)c2ccccc21	-4	-11	0.1	19	1	-15	-27	3	13	1	-33
CC1CC(C)CN(CCCNC(=O)Cc2c(C(=O)O)n(C)c3ccccc23)C1 (stereo unspecified)	2	0	0.0	-3	10	-6	-1	2	11	8	-10
C/C(=N/NC(=O)CNc1ccc(Cl)cc1C)c1ccc(C)cc1	4	-5	-3.0	20	2	11	-27	-1	6	20	-14
CCOc1ccc(S(=O)(=O)N2CCN(C(=O)c3cc4ccccc4o3)CC2)cc1	-3	-14	-0.3	0	1	23	-6	·	8	10	-4
CC(C)Oc1ccc(C2C(C#N)=C(N)Oc3c2oc(CO)cc3=O)cc1 (stereo unspecified)	-1	1	0.9	15	-5	-5	-15	5	6	14	-7
CC(=O)Nc1cccc(/C(C)=N/NC(=O)c2cc(-c3ccncc3)nc3ccccc23)c1	1	3	-0.2	7	3	8	-35	-1	-13	0	-11
COc1ccc(CC(=O)OCC(=O)NNC(=O)c2ccccc2)cc1	-3	-8	0.7	1	-2	-9	17	·	-9	-8	-5
c1ccc2[nH]c(-c3cscn3)nc2c1	0	-6	-2.9	-213	-11	-65	-30	0	-60	-182	-5
CCOc1ccc2[nH]c(=O)c(CN(Cc3nnnn3Cc3ccccc3)CC3CCCO3)cc2c1 (stereo unspecified)	-1	33	2.5	-6	4	2	-2	1	19	-1	-4
CCN1CCc2c(sc(NC(=O)c3ccc4ccccc4c3)c2C(N)=O)C1	-8	0	-0.3	-136	2	-25	-15	-2	-21	-81	-8
O=C(COn1nnc2ccc(S(=O)(=O)N3CCOCC3)cc21)NCc1cccc(Cl)c1	6	3	-1.0	5	0	8	-12	·	·	-4	-11

# The list continues.
structure	m5-HT2A agonist	H9c2 protect	hiPSC survival	HIF-2a block	PDI turbidity	Shn3 3UTR inh	NR2E3 ag-2	NR2E3 ag-1	MITF TRPM1 inh	Peg3 prom inh	CaV13 ICDI inh
C[C@@H]1CN([C@@H](C)CO)C(=O)CCCn2nncc2CO[C@H]1CN(C)C(=O)Cc1ccccc1	0	2	0.4	-2	-3	-5	-4	·	·	-7	·
CNC(=O)/C(=C\c1ccc2c(c1)OCO2)NC(=O)c1ccc(Br)cc1	3	1	0.6	18	4	-35	7	0	-5	3	-4
COC(=O)c1sccc1NC(=O)CSc1ccccc1NS(=O)(=O)c1ccc(Cl)cc1	-4	-16	-1.8	23	2	6	20	0	9	30	·
O=C(O)CCCNS(=O)(=O)c1cccs1	-1	5	3.2	9	-11	5	-12	-1	6	-8	·
CCc1nc2ccc(C(=O)N(CC)CCN(C)C)cn2c1N(C)Cc1nccs1	-2	10	1.1	4	-7	0	18	·	·	-9	-8
OCCNC(=S)c1ccccc1	-2	6	-0.4	18	-2	2	-11	2	6	11	-6
O=C(Nc1cccc([N+](=O)[O-])c1)c1[nH]ncc1Cl	1	-1	-0.7	-207	-2	-45	-74	3	-33	-218	-5
COc1ccc(CNC(=O)CCn2c(=O)oc3ccccc32)cc1	-3	3	-1.5	11	2	-3	-14	0	8	-14	-5
CC12CNCC(C)(CN(C3(O)C(=O)Nc4ccc(Br)cc43)C1)C2=O (stereo unspecified)	-1	21	-2.5	17	3	9	1	4	19	8	-6
C=CCn1c2ccccc2c2nnc(SCC(=O)Nc3c(C)n(C)n(-c4ccccc4)c3=O)nc21	-1	2	-2.1	31	0	10	-27	·	1	8	·
CSc1ccc(C2C(C(=O)c3ccco3)=C(O)C(=O)N2c2nnc(SC)s2)cc1 (stereo unspecified)	-1	3	-0.4	-200	-6	-78	-33	9	-7	-284	-5
CCOP(=O)(c1ccc(N(C)C)cc1)C(O)c1ccccc1OC (stereo unspecified)	8	-1	-1.2	12	-3	-12	-7	1	4	2	-4

# Next part.
structure	m5-HT2A agonist	H9c2 protect	hiPSC survival	HIF-2a block	PDI turbidity	Shn3 3UTR inh	NR2E3 ag-2	NR2E3 ag-1	MITF TRPM1 inh	Peg3 prom inh	CaV13 ICDI inh
COc1ccc(C(=O)NCC(=O)N/N=C/c2ccc([N+](=O)[O-])o2)cc1OC	1	7	-0.7	-5	-7	3	7	2	10	9	-5
Cc1cc(Cl)c(S(=O)(=O)N2CCSCC2)cc1OCC(=O)NC1CCCCC1	11	-2	2.1	22	9	88*	8	1	48	24	-8
Nc1ncnc2c1ncn2[C@@H]1O[C@H](CNCc2ccccc2)[C@@H](O)[C@H]1O	-6	14	3.1	11	-4	-13	-14	·	4	12	·
CNC(=S)N1N=C(c2ccc(C)cc2)CC1c1cc(OC)ccc1OC (stereo unspecified)	-3	-4	-1.4	-9	5	43	-24	3	13	26	-3
NC(=O)c1cc(S(=O)(=O)N2CCOCC2)ccc1Sc1ccccc1N	-1	-5	0.1	-3	5	-22	-15	·	16	3	-2
COc1ccc(Cc2c(O)nc(SCC(C)C)[nH]c2=O)cc1	14*	5	0.3	16	1	9	-21	2	5	16	-3
CCO[C@H]1OC(C(=O)NCc2ccccc2)=C[C@@H](c2ccccc2)[C@@H]1CCCO	-2	2	0.1	11	-1	-8	-27	2	10	10	-5
CCc1nnc(NC(=O)CCC(=O)N2CCN(Cc3ccc(OC)c(F)c3)CC2)s1	6	3	-0.4	0	6	0	4	0	1	-9	-3
CC1Sc2ccccc2N(CC(=O)N(C(C)C)C(C)C)C1=O (stereo unspecified)	8	4	-3.7	14	1	5	0	1	-10	4	·
N#CC1=C(N)OC2=C(C(=O)CCC2)C12CCC1(CC2)OCCO1	1	2	-0.6	17	-6	-2	9	-2	0	12	-3
O=C(COc1ccc(C(=O)c2ccc(F)cc2)cc1)Nc1cccc(S(=O)(=O)N2CCOCC2)c1	-5	-6	3.9	-18	4	53	-38	·	40	-1	-8
COc1ccccc1N1CC(C(=O)OCC(=O)c2ccc(F)cc2)CC1=O (stereo unspecified)	-6	5	1.8	10	0	-3	-1	1	4	14	-6
CCOC(=O)N1CCN(S(=O)(=O)c2ccc(C(=O)Nc3sc4c(c3C#N)CCC4)cc2)CC1	1	-8	-0.9	6	2	5	-14	2	-10	14	-7
CCC(C)c1ccc(NC(=O)COC(=O)c2nc3nccc(C)n3n2)cc1 (stereo unspecified)	-3	-4	2.3	-7	2	-8	-2	2	·	-27	-2
COc1ccc(OCC(=O)NNC(=O)C(=O)Nc2cc(OC)ccc2OC)cc1	-5	7	-0.5	13	10	-15	-9	2	17	-4	-4

# Compound activity as filed in PubChem.
